Screening data as filed in PubChem BioAssay.
ANO1 activ: mouse TMEM16A channel activation, primary screen; Q8BHY3; HEK293 TMEM16A/YFP-H148Q/I152L, iodide quench fluorescence; stronger effect = lower value; B-score at 10 µM; 0.3% of 340,000 active; AID 623877;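 active = fluorescence-ratio B-score plate-corrected deviation score at least 3 library SD below zero, with starting fluorescence score within 5 deviations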;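 note: channel opened by trigger with iodide after compound preincubation; score built on the fluorescence ratio of max minus min over baseline; more negative score means more quench and so TMEM16A activation or potentiation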
KCNK3 block: human KCNK3 channel inhibition, primary screen. 0.84% of 340,000 active. AID 602410. CHO-KCNK3 thallium flux, FluxOR fluorescence; stronger effect = lower value. O14649. B-score at 10 µM;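 active = B-score under library mean minus 4 SD, starting fluorescence ratio at most library mean plus 5 SD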;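 note: more negative B-score means stronger inhibition of thallium flux through KCNK3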
Target sequence (O14649 whole entry, looked up): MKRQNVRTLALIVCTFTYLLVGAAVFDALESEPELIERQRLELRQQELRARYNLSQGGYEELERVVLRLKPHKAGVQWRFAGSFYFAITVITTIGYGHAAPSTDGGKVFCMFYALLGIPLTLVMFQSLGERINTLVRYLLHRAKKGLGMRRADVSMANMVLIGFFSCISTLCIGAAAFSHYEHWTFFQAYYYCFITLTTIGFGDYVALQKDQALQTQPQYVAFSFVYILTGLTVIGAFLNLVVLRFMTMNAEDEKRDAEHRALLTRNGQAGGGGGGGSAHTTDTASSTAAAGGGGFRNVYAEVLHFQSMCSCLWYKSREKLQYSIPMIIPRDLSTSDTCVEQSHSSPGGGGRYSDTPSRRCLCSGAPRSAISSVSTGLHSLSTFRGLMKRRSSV
Calls only; i = inactive. The list is partial, so the mix of outcomes need not match the whole.

SMILES	ANO1 activ	KCNK3 block
COc1ccc(NC(=O)N(C)C[C@H]2Oc3ccc(NS(=O)(=O)c4cccs4)cc3C(=O)N([C@H](C)CO)C[C@@H]2C)cc1	i	i
Cc1cc(Br)ccc1NC(=O)CNC(=O)CNc1cccc([N+](=O)[O-])c1	i	i
Nc1cc(Cl)ccc1C(=O)OCC(=O)NCC1CCCO1 (configuration not stated)	i	i
COc1cc(NC(=O)COC(=O)Cn2cnc3c2c(=O)n(C)c(=O)n3C)cc(OC)c1	i	i
Cc1cccc(NC(=O)COC(=O)c2ccc3nc(C)c(C)nc3c2)c1	i	i
C=CC[C@H](CC(=O)N(CCO)Cc1ccccc1)C(=O)NC[C@@H](OC(=O)[C@@H](CC=C)Cc1ccc(F)cc1)c1ccccc1	i	i
O=C(NCC(c1ccco1)N1CCCC1)c1cc2ccccc2s1 (configuration not stated)	i	i
CC(C)CN(C(=O)CSc1n[nH]c(-c2cccs2)n1)C1CCS(=O)(=O)C1 (configuration not stated)	i	i
CCc1ccc(-c2nnn(CC(=O)N(C3CCCC3)C3CCS(=O)(=O)C3)n2)cc1 (configuration not stated)	i	i
Oc1c(Cl)cc(CN2CCOCC2)c2cccnc12	i	i
CCn1c(SCC(=O)Nc2sccc2C(N)=O)nnc1C1CC1	i	i
CC(Oc1cccc(Br)c1)C(=O)NNC(=O)CCNC(=O)c1ccccc1Cl (configuration not stated)	i	i
NC(=O)c1ccc(NC(=O)Cc2ccc(S(=O)(=O)N3CCCCC3)cc2)cc1	i	i
c1ccc2sc(N3CCCCC3)nc2c1	i	i
COc1ccc(C(=O)NC(CCSC)C(=O)NC2CC2)cc1 (configuration not stated)	i	i
CCCn1c(SC(C)C(=O)NC2CCCC2)n[nH]c1=O (configuration not stated)	i	i
CCc1cccc(OCCOC(=O)CNS(=O)(=O)c2ccc(NC(C)=O)cc2)c1	i	i
CC(C)=CCc1ccc(O)c(=O)cc1C(C)C	i	i
COc1ccc(/C=C2/CSC/C(=C/c3ccc(OC)c(OC)c3)C2=O)cc1OC	i	i
CCN(C(=O)COC(=O)C1CCN(S(=O)(=O)c2ccc(C)c(C)c2)CC1)C1CCCCC1	i	i
Cc1ccc(/C=C/C(=O)OCC(=O)NCc2ccc(Cl)cc2)o1	i	i
N#C/C(=C/c1ccc(-c2ccc([N+](=O)[O-])cc2)o1)C(=O)Nc1nc(-c2cccs2)cs1	i	i
COc1ccc(NC(=O)C2CCCN(C(=O)c3ccc(Cl)cc3)C2)cc1S(=O)(=O)N(C)C (configuration not stated)	i	i
COc1ccccc1COCC(O)CN1CCN(S(=O)(=O)c2cccc(F)c2)CC1 (configuration not stated)	i	i
Cn1c(=O)c2c(nc(OC3CCCCCC3)n2C)n(C)c1=O	i	i
Cc1ccc(S(=O)(=O)Nc2ccc(S(=O)(=O)Nc3nccs3)cc2)cc1C	i	i
CCSc1nnc(SCC(=O)c2c(N)n(C)c(=O)n(C)c2=O)s1	i	i
NC(=O)c1ccc(NC(=O)COC(=O)c2cc3c(s2)CCC3)cc1	i	i
CCCN1C(C)C(C(=O)OCC)=CN(Cc2cccc(I)c2)S1(=O)=O (configuration not stated)	i	i
CCN(C(=O)COC(=O)c1ccc(Cl)c(S(=O)(=O)N2CCCCC2)c1)C1CCS(=O)(=O)C1 (configuration not stated)	i	i
COc1ccc(Cl)cc1C(=O)NNC(=O)c1ccc(F)c(S(=O)(=O)N2CCOCC2)c1	i	i
COc1ccc(NC(=O)CN(C)CC(=O)NC(=O)NC2CCCCC2)cc1	i	i
C[C@H](NS(=O)(=O)c1ccc2c(c1)OCCCO2)C(=O)N1CCN(Cc2ccc(C#N)cc2)CC1	i	i
Cc1cc(C)cc(NC(=O)CN2C(=O)NC(Cc3c[nH]c4ccccc34)C2=O)c1 (configuration not stated)	i	i
O=C1c2c(Cl)c(Cl)c(Cl)c(Cl)c2C(=O)N1c1nccs1	i	i
Cc1c(C(c2cc(O)ccc2O)c2c(C)n(C)n(-c3ccccc3)c2=O)c(=O)n(-c2ccccc2)n1C	i	i
O=C(CNC(=O)c1ccccc1F)OCc1nc2ccc(Cl)cc2n1CCO	i	i
CSCCC1NC(=O)N(CC(=O)Nc2cccc(S(=O)(=O)N3CCCCCC3)c2)C1=O (configuration not stated)	i	i
COc1ccc(C2(c3ccc(OC)cc3)NC(=O)N(CC(=O)NCC(C)c3ccccc3)C2=O)cc1 (configuration not stated)	i	i
O=C(CN(Cc1ccco1)C(=O)c1ccc(F)cc1F)Nc1ccccc1C(F)(F)F	i	i
O=C(OCc1cc(=O)c(OC(=O)c2ccccc2)co1)c1ccccc1	i	i
Cc1ccc(OCC(=O)N2CCCCC2C)c([N+](=O)[O-])n1 (configuration not stated)	i	i
O=C1c2[nH]c(=O)[nH]c(=O)c2CN1Cc1ccccc1	i	i
Nc1c(C(=O)CSc2nnc(COc3ccc(Cl)cc3)o2)c(=O)[nH]c(=O)n1C1CC1	i	i
CCCC(NC(=O)c1ccc(Br)o1)c1nc2ccccc2[nH]1 (configuration not stated)	i	i
COc1ccccc1N1CCN(C(=O)c2cc(S(=O)(=O)N3CCOCC3)ccc2C)CC1	i	i
CCOC(=O)CN(C(=O)CSc1nnnn1C)c1ccccc1	i	i
CCOC(=O)c1c(C)[nH]c(C(=O)OCC(=O)Nc2ccccc2)c1C	i	i
CN(C)C(=O)c1ccc(-c2nnc(OCc3nc4ccccc4n3C)c3ccccc23)cc1	i	i
CN(C)c1ccc(C(=O)OCC(=O)Nc2cccc(S(=O)(=O)N3CCCC3)c2)cc1	i	i
Cc1cccc2c1c1ccc3c(c1n2C)C(=O)C=CC3=O	i	i
Cc1cc2nc3c(=O)[nH]c(=O)[nH]c3nc2c([N+](=O)[O-])c1N	i	i
COc1ccccc1OCC(=O)Nc1sc2c(c1C(N)=O)CCC2	i	i
O=C(N/N=C/c1ccc(Cl)c([N+](=O)[O-])c1)c1ccc2c(c1)OCCO2	i	i
COc1ccc(C(=O)O)cc1S(=O)(=O)Nc1ccc(Oc2ccccc2)cc1	i	i
COc1cc(C(=O)NC2CCN(C)CC2)ccc1Nc1ncc2c(n1)N(CCc1ccccc1)CCC(=O)N2C	i	i
Nc1ccc2c(c1)C(=NO)c1cc([N+](=O)[O-])ccc1-2	i	i
Cc1cc(OCc2nc(N)nc(N)c2-c2ccc(Cl)c(Cl)c2)ccc1[N+](=O)[O-]	i	i
O=C(NCCCN1CCCC1=O)C1CCN(S(=O)(=O)c2ccc(F)cc2)CC1	i	i
COc1ccc(OC)c(CN2CCN(C(=O)c3ccc(C)c(S(=O)(=O)Nc4ccccc4OC)c3)CC2)c1	i	i

Sorted by molar mass (smallest number first): 5 of the compounds above
SMILES	ANO1 activ	KCNK3 block
Cc1cc2nc3c(=O)[nH]c(=O)[nH]c3nc2c([N+](=O)[O-])c1N	i	i
COc1ccccc1OCC(=O)Nc1sc2c(c1C(N)=O)CCC2	i	i
Cc1cc(OCc2nc(N)nc(N)c2-c2ccc(Cl)c(Cl)c2)ccc1[N+](=O)[O-]	i	i
CN(C)C(=O)c1ccc(-c2nnc(OCc3nc4ccccc4n3C)c3ccccc23)cc1	i	i
COc1ccc(OC)c(CN2CCN(C(=O)c3ccc(C)c(S(=O)(=O)Nc4ccccc4OC)c3)CC2)c1	i	i

Further entries follow.
SMILES	ANO1 activ	KCNK3 block
COc1ccccc1C1CC(=O)Oc2cc(OC)c(OC)c(OC)c21 (configuration not stated)	i	i
Cc1c(NC(=O)C(C)Oc2ccc(Br)cc2)c(=O)n(-c2ccccc2)n1C (configuration not stated)	i	i
CC(=O)N1CCN(S(=O)(=O)c2cccc(C(=O)OCC(=O)Nc3c(Cl)cccc3C(F)(F)F)c2)CC1	i	i
CCOc1ccc2oc(C(=O)N(C)CCc3ccc(OC)c(OC)c3)c(C)c2c1	i	i
CC(CNC(=O)CN(C)CC(=O)Nc1ccccc1Br)c1ccccc1 (configuration not stated)	i	i
Cc1ccc(OCCCC(=O)NNC(=O)c2ccccn2)cc1	i	i
CC(C)N1CCN(S(=O)(=O)c2ccccc2)c2ccccc21	i	i
CCc1ccc2c(COC(=O)C3CSC4(C)CCC(=O)N34)cc(=O)oc2c1 (configuration not stated)	i	i
Cc1ccc(S(=O)(=O)N2CCN(C(=O)c3cc(S(=O)(=O)N4CCOCC4)ccc3Cl)CC2)c(C)c1	i	i
COc1ccccc1CCNC(=O)c1ccccc1SCC(=O)N1CCCC1	i	i
COc1ccc(NC(=O)N(C)C[C@H]2Oc3c(NC(=O)NC4CCCCC4)cccc3C(=O)N([C@H](C)CO)C[C@@H]2C)cc1	i	i
CC(C)(C)OC(=O)C[C@H]1C/C=C\C[C@H](CC(=O)N(CCO)Cc2ccccc2)C(=O)N[C@@H](c2ccccc2)COC1=O	i	i
COCCn1c(SCC(=O)Nc2cccnc2Cl)nc2ccccc21	i	i
COc1ccc(OC)c(NC(=O)C2CC(=O)N(CCc3ccc(F)cc3)C2)c1 (configuration not stated)	i	i
CCN(C(=O)CSc1nnc(-c2ccc(C)cc2)n1N)c1c(N)n(Cc2ccccc2)c(=O)[nH]c1=O	i	i
CN(C=O)c1cc([N+](=O)[O-])ccc1OCc1ccccc1	i	i
NS(=O)(=O)c1ccc(NC(=O)c2ccc(OCC3CCCO3)cc2)cc1 (configuration not stated)	i	i
Cc1ccc(Cl)cc1NC(=O)CON=C(N)c1ccccc1	i	i
CCOC(=O)C1=C(COC(=O)Cc2ccc(Cl)cc2)NC(=O)NC1C (configuration not stated)	i	i
O=C(Nc1cccc(S(=O)(=O)N2CCOCC2)c1)c1cc(=O)[nH]c2ccccc12	i	i
COc1cc(C(=O)OCc2cccc(S(=O)(=O)N3CCOCC3)c2)ccc1OCC(C)C	i	i
CCC12CCC3c4ccc(O)cc4CCC3C1CC(O)C2O (configuration not stated)	i	i
Cc1noc(C)c1CSCC(=O)Nc1ccc(S(C)(=O)=O)cc1	i	i
COc1cc(C(=O)NCC(=O)Nc2c(C)cccc2C)ccc1OCC(=O)N1CCOCC1	i	i
O=C(COC(=O)c1ccc(F)c(S(=O)(=O)N2CCOCC2)c1)NCc1ccc(F)cc1	i	i
CCCNC(=O)C(Cc1ccccc1)NC(=O)c1cccc([N+](=O)[O-])c1 (configuration not stated)	i	i
C=C1c2nc3ccccc3n2C=C(c2ccc(C)cc2)N1c1ccccc1	i	i
CN1C[C@@H]2[C@@H]3C(=O)N(Cc4ccccc4)C(=O)[C@@H]3[C@](C)(C1=O)N2C(=O)c1ccc(C(F)(F)F)cc1	i	i
O=C(CN1CCN(S(=O)(=O)c2cccc(Br)c2)CC1)NCCc1cccs1	i	i
Oc1cc2c(cc1C(c1ccc(Br)cc1)N1CCCC1)OCO2 (configuration not stated)	i	i
Cc1cc(F)ccc1NC(=O)CCc1ccc(S(=O)(=O)N2CCOCC2)cc1	i	i
CCOC(=O)CCCCCC(=O)Nc1ccc2c(c1)C(=O)N([C@H](C)CO)C[C@@H](C)[C@H](CN(C)Cc1ccc3c(c1)OCO3)O2	i	i
COc1ccc(NS(=O)(=O)c2cc(N=Nc3c(O)[nH]c(=O)[nH]c3=O)ccc2Cl)cc1	i	i
COc1cccc(/C=N/NC(=O)C(=O)N/N=C/c2cccc(OC)c2O)c1O	i	i
CC(C)n1c(CNC(=O)c2ccccc2F)nnc1SCC(=O)NC1CCCCC1	i	i
CC(C(=O)Nc1ccc(S(=O)(=O)N2CCCC2)cc1)N1CCCC(C(N)=O)C1 (configuration not stated)	i	i
CC(C)OCCCNC(=O)c1cccc2c1C(=O)c1ccc(Cl)cc1S2(=O)=O	i	i
COC(=O)C1OCOC2C(C(=O)OC)OCOC12 (configuration not stated)	i	i
Cc1ccc(NS(=O)(=O)c2ccc(C)c(NC(=S)NCCN3CCOCC3)c2)c(C)c1	i	i
CN(C(=O)Cn1nc(C(=O)O)c2ccccc2c1=O)C1(C#N)CCCCC1	i	i
CC(=O)C[C@@H](O)CC(=O)[C@H]1OC(=O)CC/C=C\Cc2ccccc21	i	i
Nc1cc(Cc2ccccc2)ccc1O	i	i
COc1ccc(NC(=O)N(C)C[C@H]2Oc3c(NC(=O)c4ccncc4)cccc3C(=O)N([C@H](C)CO)C[C@@H]2C)cc1	i	i
COc1ccc(NS(=O)(=O)c2ccc(Cl)c(NC(=O)c3ccccc3F)c2)cc1	i	i
NC(=O)c1ccc(N2CCCC2)nc1	i	i
Cn1c2nc(=O)[nH]c(=O)c-2cc2ccccc21	i	i
CC(C)(C)c1ccc(NC(=O)CN2C(=O)NC(C)(C3CC3)C2=O)cc1 (configuration not stated)	i	i
O=C1OC(=O)c2cc([N+](=O)[O-])ccc21	i	i
COc1ccccc1NC(=O)c1ccc(NC(=O)COC(=O)C2CCCO2)cc1 (configuration not stated)	i	i
O=C(c1cc(Cl)ccc1O)N1CCN(S(=O)(=O)Cc2ccccc2)CC1	i	i
CC1=CC2(C#N)C3(N=C(N)C2(C#N)C(c2ccccc2)N1)OCCO3 (configuration not stated)	i	i
O=S(=O)(c1cccc(Cl)c1)N1CCN(S(=O)(=O)c2ccc3c(c2)OCCO3)CC1	i	i

Reformatted: entries from further up
Compound | ANO1 activ | KCNK3 block
O=S(=O)(c1cccc(Cl)c1)N1CCN(S(=O)(=O)c2ccc3c(c2)OCCO3)CC1 | i | i
O=C(c1cc(Cl)ccc1O)N1CCN(S(=O)(=O)Cc2ccccc2)CC1 | i | i
Cn1c2nc(=O)[nH]c(=O)c-2cc2ccccc21 | i | i
CC(C)(C)c1ccc(NC(=O)CN2C(=O)NC(C)(C3CC3)C2=O)cc1 (configuration not stated) | i | i
O=C1OC(=O)c2cc([N+](=O)[O-])ccc21 | i | i
